AT treatment: qHTS Assay for Identifying a Potential Treatment of Ataxia-Telangiectasia; Potency, µM (highest dose often 57.5 µM), without a hit: at the highest dose activation, hits mostly activators; AID 485349, 2010; […] A-T fibroblasts, KAP-1 phosphorylation AlphaLISA; neocarzinostatin DNA damage 30 min before lysis; 0.19% of 320,000 active; note: potency is the fitted concentration of half-maximal effect; % of control where 0% means no effect; nearly all actives have a fitted effect of over 45% in size
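hTERT-immortalized A-T patient fibroblasts ([…]), 500 cells/well in OPTI-MEM, 1% FBS, got compounds for 60 min, then NCS for 30 min at 37C. Lysates were then assayed for phospho-KAP-1 by AlphaLISA (anti-pKAP1 donor, anti-KAP1 acceptor beads), 6 hr at 25C.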
TSG101-PTAP inh: qHTS Assay for Iinhibitors of HIV-1 Budding by Blocking the Interaction of PTAP/TSG101; Fluorescence polarization, FITC-PTAP peptide / Tsg101 binding; Potency, µM (titrated, usually from 115 µM), inactives show at the top dose activity change, negative = inhibition, actives largely listed as inhibitors; Tumor susceptibility gene 101 protein (Homo sapiens), Q99816; AID 493005, 2010; 340,000 tested, under 10 active; active = well fitted inhibition curve with a large enough effect in the main read-out, with a control signal flat, not every such curve was filed as active; inconclusive = small, poorly fitted or top-dose-only effect, or effect the other way, or a change in a side signal; inactive = no such curve, though single readings can be large or run the other way; note: potency is the fitted concentration of half-maximal effect; % of control where 0% means no effect
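FP read-out: FITC-PTAP peptide, 50 nM final, binding Tsg101 binding domain, 10 uM final; 20 min, r.t.; 10 mM HEPES pH 7.5, 0.15 M NaCl, 0.01% Tween 20, 3 mM EDTA, 0.1 mM TCEP.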
Mito fusion yeast: qHTS Assay for Small Molecule Inhibitors of Mitochondrial Division or Activators of Mitochondrial Fusion; AID 485298, 2010; S. cerevisiae fusion-defective mutant growth rescue, CellTiterGlo 48 h; Potency, µM (doses to about 46.1 µM), without a hit: at the top dose growth rescue (activation), most hits filed as activators; 0.23% of 320,000 active;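 note: potency is the fitted concentration of half-maximal effect; % of control where 0% means no effect; nearly all actives have a fitted effect of over 45% in size; temperature-sensitive fusion mutants such as fzo1-1 at 37 °C on non-fermentable ethanol glycerol medium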
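Read-out: ATP-based luminescence (CellTiterGlo, 10 min ambient) reporting growth of fusion-defective ts yeast after 48 hours at 37C on glycerol/ethanol YPEG medium in the presence of compound.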
MBNL1 CUG block: qHTS Assay for Inhibitors of MBNL1-poly(CUG) RNA binding. Potency, µM (doses to about 57.5 µM), without a hit: at the highest dose activity change, negative = inhibition, usual class: inhibitors. Muscleblind-like protein 1 (Homo sapiens), Q9NR56. TR-FRET MBNL1-His/biotin-(CUG)12 binding, 665/545 ratio. AID 2675, 2010. 0.036% of 280,000 active; active = well fitted inhibition curve with a large enough effect in the signal ratio, with a control signal flat, not every such curve was filed as active; inconclusive = small, poorly fitted or top-dose-only effect, or effect the other way, or a change in a side signal; inactive = no such curve, though single readings can be large or run the other way; the % refers to the signal ratio; note: potency is the fitted concentration of half-maximal effect; % is set by controls: 0 for no effect and ±100 for the full control effect
Target sequence (Q9NR56 whole entry, looked up): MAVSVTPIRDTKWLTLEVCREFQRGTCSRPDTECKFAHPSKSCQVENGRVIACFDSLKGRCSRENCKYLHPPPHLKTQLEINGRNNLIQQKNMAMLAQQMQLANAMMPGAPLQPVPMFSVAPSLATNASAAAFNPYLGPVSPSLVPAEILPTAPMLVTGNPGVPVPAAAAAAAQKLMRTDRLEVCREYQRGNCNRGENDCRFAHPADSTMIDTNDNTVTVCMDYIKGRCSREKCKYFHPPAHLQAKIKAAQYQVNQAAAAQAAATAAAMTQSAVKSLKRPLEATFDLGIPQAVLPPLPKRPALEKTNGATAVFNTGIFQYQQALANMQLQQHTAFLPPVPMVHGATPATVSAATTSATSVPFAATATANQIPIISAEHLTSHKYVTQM
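Compounds (final 92 nM to 58 uM) are added to His-tagged MBNL1 and biotin-(CUG)12, then terbium anti-His antibody and streptavidin-XL665 (5 nM final). After 60 min at room temperature, the 665/545 nm ratio is read.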
S-ASM inh: Inhibitors of Secretory Acid Sphingomyelinase (S-ASM): qHTS; placental ASM, HMU-PC fluorogenic substrate, 60 min; Potency, µM (series often up to 57.5 µM), for inactives: top-dose activity change, negative = inhibition, usual class: inhibitors; 0.006% of 340,000 active; AID 504937, 2011; note: potency is the fitted concentration of half-maximal effect
Target sequence (P17405 47-631 limits assumed): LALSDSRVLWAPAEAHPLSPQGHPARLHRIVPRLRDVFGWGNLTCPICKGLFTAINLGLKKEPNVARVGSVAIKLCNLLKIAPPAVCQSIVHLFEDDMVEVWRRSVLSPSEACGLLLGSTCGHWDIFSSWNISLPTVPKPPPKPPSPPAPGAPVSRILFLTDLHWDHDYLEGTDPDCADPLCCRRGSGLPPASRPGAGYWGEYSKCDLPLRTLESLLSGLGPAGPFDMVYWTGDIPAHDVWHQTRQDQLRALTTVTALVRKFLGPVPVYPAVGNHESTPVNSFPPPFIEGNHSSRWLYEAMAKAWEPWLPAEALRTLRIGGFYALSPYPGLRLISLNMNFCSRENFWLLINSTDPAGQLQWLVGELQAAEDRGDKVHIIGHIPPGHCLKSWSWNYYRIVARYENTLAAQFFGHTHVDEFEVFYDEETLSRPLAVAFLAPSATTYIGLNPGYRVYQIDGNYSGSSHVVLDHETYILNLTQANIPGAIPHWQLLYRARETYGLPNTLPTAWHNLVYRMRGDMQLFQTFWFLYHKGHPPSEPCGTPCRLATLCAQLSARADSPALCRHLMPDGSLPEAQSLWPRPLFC
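HMU-PC0 cleavage (9 uM final) by human placental ASM, 60 min at 37 °C following 10 min compound exposure at RT; stopped at pH 10, fluorescence Ex 386/Em 447 nm.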
TCR act: Activators of T cell receptors: qHTS campaign. primary human leukocytes, anti-CD3, IL-2 HTRF, 48 h. Potency, µM (doses to about 9.22 µM), for the others: top-dose activation of IL-2 secretion, actives largely listed as activators. 330,000 tested, under 10 active; note: % of control where 0% means no effect
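1) Mix primary human leukocytes, a-CD3 beads and compound. 2) Incubate 48 hr. 3) Add HTRF IL-2 reagents (a-IL-2-K, a-IL-2-d2).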
MLL CXXC-DNA inh: qHTS Fluorescence Polarization Assay for Inhibitors of MLL CXXC domain - DNA interaction. 0.037% of 290,000 active. Potency, µM (highest dose often 115 µM), for inactives: top-dose activity change, negative = inhibition, usual class: inhibitors. Histone-lysine N-methyltransferase 2A (Homo sapiens), Q03164. MLL-CXXC / FITC-HOXA9 DNA fluorescence polarization; active = well fitted inhibition curve with a large enough effect in the polarisation, with a control signal flat, not every such curve was filed as active; inconclusive = small, poorly fitted or top-dose-only effect, or effect the other way, or a change in a side signal; inactive = no such curve, though single readings can be large or run the other way; the % refers to the polarisation; note: potency is the fitted concentration of half-maximal effect
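Fluorescence polarization: 7 uM MLL-CXXC (stock) preincubated 5 min with compounds, then 50 nM fluorescein-HOX-A9 DNA (stock) added; 30 min ambient. Buffer 50 mM Tris-HCl pH 7.5, 50 mM NaCl, 1 mM DTT, 0.05% BSA.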
Integrin act MD: qHTS for Activators of Integrin-Mediated Alleviation for Muscular Dystrophy | Potency, µM (highest dose often 38.3 µM), inactives show top-dose activation, most hits filed as activators | alpha7betagal myoblasts, beta-gal FDG fluorescence, 48 h | 0.064% of 350,000 active;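 note: potency is the fitted concentration of half-maximal effect; 100% = response of the positive control SU9516; nearly all actives have a fitted effect of over 60% in size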
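Alpha7betagal+/- myoblasts (passage 13) were plated 16-24 hr, then exposed to compounds (1:260 dilution of DMSO stock) for 48 hours at 37C. After MPER lysis, β-galactosidase reporter activity was read as FDG fluorescence (ex 480/em 540) after 30 minutes.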
TSHR antag: Antagonists of the Thyroid Stimulating Hormone Receptor: HTS campaign. activity change, negative = inhibition, % at 11.5 µM. TSHR-expressing cells, TSH-stimulated cAMP HTRF, 2 h; hits give low values. Thyrotropin receptor (Homo sapiens), P16473. AID 504810, 2011. 0.2% of 330,000 active;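 active = activity change below a set negative limit, meaning inhibition stronger than a set level, cut at about -70% in these data; inconclusive = activity change between two set negative limits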; note: % is set by controls: 0 for no effect and ±100 for the full control effect
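Freshly harvested TSHR cells receive pin-tooled compound, then EC80 TSH at 4nM final. After 2 hours at 37 deg C, antibody in lysis buffer and cAMP-d2 are added; 30 minutes at ambient temperature precede the HTRF read.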
Menin MLL FP TR: qHTS Assay for Inhibitors Targeting the Menin-MLL Interaction in MLL Related Leukemias: Competition With Texas Red Labeled MLL-derived Mutant Peptide; O00255; Menin + Texas Red MLL mutant peptide, fluorescence polarization; Potency, µM (highest dose often 61.6 µM), without a hit: at the top dose FP activity change, negative = inhibition, most hits filed as inhibitors; 0.23% of 270,000 active; active = well fitted inhibition curve with a large enough effect in the polarisation, with a control signal flat, not every such curve was filed as active; inconclusive = small, poorly fitted or top-dose-only effect, or effect the other way, or a change in a side signal; inactive = no such curve, though single readings can be large or run the other way; the % refers to the polarisation; note: potency is the fitted concentration of half-maximal effect; % of control where 0% means no effect; many of its hits are not listed in these tables
* hit, by the source's call; i = inactive; ? = inconclusive; . = no result given; [ ] = remark or other dose. Unless noted, calls come from the whole dose curve; as a rule, active = well fitted curve in the direction sought with a large enough effect; inconclusive = small, poorly fitted or top-dose-only effect, or another doubt; inactive = no such curve, though single readings can be large; an effect the other way counts as inactive or inconclusive.

Results follow in this order: AT treatment	TSG101-PTAP inh	Mito fusion yeast	MBNL1 CUG block	S-ASM inh	TCR act	MLL CXXC-DNA inh	Integrin act MD	TSHR antag	Menin MLL FP TR
COc1ccccc1NS(=O)(=O)c1ccc(C)c(C(N)=O)c1
    -4.4%	-7.1%	0.7%	-2.0%	-0.9%	.	-13.0%	19.1%	14.0	-26.2%
Cc1nc([N+](=O)[O-])c(N2CCOCC2)n1Cc1ccccc1
    ?	-5.1%	-5.1%	-1.9%	3.1%	0.1%	-6.3%	13.4%	38.9	.
C=CCOC(=O)C1=C(C)NC(=O)NC1c1cc2c(cc1Br)OCO2 (stereo not drawn)
    4.6%	-4.4%	0.4%	-7.0%	-4.0%	8.9%	-4.3%	9.0%	10.5	-23.9%
COCCNc1nc(SCC(=O)N2CCN(c3ccccc3)CC2)nc2ccccc12
    .	.	-0.3%	-0.6%	1.2%	-1.2%[46.1 µM]	10.5%	-7.7%	-0.6	-1.6%
CC1(C)CC(=O)N(CC(=O)O)c2ccccc2S1
    -6.8%	5.3%	-2.7%	7.4%	6.0%	.	7.5%	-4.1%[7.66 µM]	10.6	5.4%
COC(CNS(=O)(=O)c1cccc2nonc12)OC
    0.2%	-1.7%	8.9%	?	-3.3%	2.2%	-3.3%	-7.0%	-7.3	11.1%
O=C(/C=C1\NC2(CCCC2)Cc2ccccc21)C(=O)N/N=C/c1ccc(O)c(O)c1
    .	-4.1%	-1.5%	145.7%[activator]	-26.0%	0.2%[46.1 µM]	-2.4%	-17.7%	-37.4	-0.4%
O=C(NCCCN1CCCC1=O)Nc1ccc([N+](=O)[O-])cc1
    -7.2%	-0.2%	3.9%	?	-0.2%	8.7%	4.8%	0.0%	-2.1	-8.1%
CCc1ccc(S(=O)(=O)c2cn(C)c3cc(OC)c(OC)cc3c2=O)cc1
    15.2%	-5.8%	0.3%	-0.3%	-3.2%	-3.4%	-1.9%	3.1%	6.3	.
CCCOC1CCCN(C(=O)c2ccc(OC3CCN(C(=O)COC)CC3)cc2)C1 (stereo not drawn)
    29.3%	-4.3%	0.1%	-8.5%	-0.5%	12.2%	14.5%	0.0%	-2.9	.
CCCOc1ccccc1C1C(C(=O)OC)=CN(C(C)C)C=C1C(=O)OC
    24.8%	-3.7%	19.3%	-0.7%	i	1.1%	-3.5%	6.5%	-47.6	-25.9%
CCOC(=O)CSc1nc2cc(S(=O)(=O)Nc3ccccc3OC)ccc2o1
    0.7%	-6.3%	1.6%	-3.6%	0.0%	-1.6%	3.1%	-5.2%	-27.4	-4.4%
CC(=O)N1CCN(C(=O)COC(=O)CNC(=O)c2ccccc2C)CC1
    3.0%	-1.1%	-3.7%	.	-0.4%	.	.	-10.9%	14.4	.
O=C(C1CC1)N1CCc2cc(S(=O)(=O)N3CCN(c4ccccc4)CC3)ccc21
    7.8%	-5.0%	-0.8%	-2.4%	12.3%	-4.2%	5.5%	-4.1%	16.1	.
Cc1ccc(C)c(N2CCN(S(=O)(=O)c3c(C)[nH]c(C)c3C(=O)N3CCCC3)CC2)c1
    9.9%	-6.2%	-5.9%	2.3%	1.3%	0.4%	-9.3%	21.9%	-3.3	-10.0%
COc1cccc(CC2(CO)CCCN(Cc3[nH]c4ccc(C)cc4c3C)C2)c1 (stereo not drawn)
    -1.2%	-2.2%	-5.6%	-4.2%	-2.2%	3.5%	7.2%	-53.2%[inhibitor]	8.5	-1.6%
CC(C)c1ccc2oc(=O)cc(CN3CCCCC3)c2c1
    35.5µM*	2.1%	-0.9%	0.3%	-0.7%	-12.5%	72.6%[activator]	42.9%	1.2	?
O=C(O)COc1ccc(/C=C/C(=O)c2ccc3ccccc3c2)cc1
    5.3%	-0.4%	0.4%	?	101.8%[activator]	-18.9%	0.1%	-19.8%	3.2	?
O=C(CCc1nnc(CCCCc2ccccc2)o1)NCc1cccc(F)c1
    -2.5%	-20.1%	10.5%	3.0%	1.7%	0.1%	3.0%	-4.1%	-5.4	-0.1%
COc1ccc([C@H]2[C@H](C(=O)C(C)(C)C)N3N=Cc4ccccc4C3[C@]23N=C(c2ccccc2)OC3=O)cc1OC (stereo partly drawn)
    -2.9%	-0.3%	-3.0%	9.6%	-2.1%	2.4%	-3.2%	0.0%	-9.5	-7.9%
COc1cccc(-c2nc(N)nc(SC)c2C#N)c1
    0.2%	-1.6%	-0.6%	.	8.7%	-25.9%	-2.9%	-22.1%	0.9	.
Nc1nc(N)nc(-c2ccccn2)n1
    -8.5%	-1.0%	-2.7%	-1.7%	0.1%	6.1%	6.4%	-9.8%	21.0	23.8%
CC1CCN(S(=O)(=O)c2ccc(C(=O)Nc3nnc(C4CC4)o3)cc2)CC1
    -1.3%	-12.5%	4.1%	5.0%	-0.3%	-3.0%	-2.0%	-20.0%	-5.8	?
O=C1NC(=Nc2ccc3ccccc3c2)S/C1=C/c1ccco1
    -12.1%	1.9%	12.4%	2.6%	-0.8%	-2.1%	5.0%	9.1%	-4.0	?
Cc1noc(C)c1C(=O)Nc1nccs1
    13.3%	-6.6%	-2.2%	3.5%	3.0%	-1.2%	-1.0%	33.3%	-18.7	.
C/C(=N\NC(=O)c1ccccc1F)c1ccccn1
    0.3%	-4.4%	-2.0%	4.0%	4.4%	11.9%	7.8%	-61.7%[inhibitor]	15.3	-5.1%
COc1ccccc1-c1nnc(SCC(=O)Nc2oc(C)c3c(C)n[nH]c(=O)c23)n1C
    -4.6%	1.3%	-4.5%	.	2.5%	-3.7%	.	-11.9%	14.0	.
O=C(Nc1ccncc1)c1ccc([N+](=O)[O-])cc1Cl
    -16.7%	-2.4%	-22.9%	?	2.4%	-0.9%	-9.0%	4.6%	9.0	12.8%
CCOC(=O)Cc1csc(NC(=O)CSc2nc(-c3ccccc3)c(C#N)c(=O)[nH]2)n1
    -1.1%	-5.7%	15.7%	-4.5%	9.2%	-0.1%	3.7%	18.6%	-4.8	63.7%[activator]
CCn1c(C)nc2cc(C(=O)NNC(=S)Nc3ccc(Cl)cc3Cl)ccc21
    3.4%	-3.2%	11.5%	-29.2%	-0.9%	-0.3%[46.1 µM]	-14.9%	0.0%	9.6	?
COc1ccc(-c2nnc(SCC#N)o2)cc1
    0.1%	-4.6%	-7.1%	-3.3%	-0.3%	-1.2%	0.6%	2.8%	3.8	39.8%[activator]
Cc1ccc(/C(COc2ccccc2O)=N\O)cc1
    14.6%	-5.6%	8.7%	8.4%	-2.4%	1.1%	-0.7%	15.6%	2.4	-18.4%
CCN(CC)CCN(C(=O)c1c(F)cccc1F)c1nc2cc(C)cc(C)c2s1
    10.1%	-1.0%	30.0%	9.4%	-5.5%	-1.1%	4.5%	-6.2%	-5.8	?
CCCCc1cc2ccccc2c(OCCN(C)C)n1
    -3.0%	-1.8%	-5.3%	.	-1.4%	5.0%	-4.9%[51.4 µM]	-7.4%	-5.9	-19.8%[24.8 µM]
Cc1ccc(S(=O)(=O)NCCc2nc3ccccc3[nH]2)cc1
    -2.4%	-1.2%	-7.5%	1.4%	-2.3%	-0.9%	0.7%	-12.0%	4.8	5.1%
CCc1ccc(N(CC(=O)NC)S(C)(=O)=O)cc1
    -10.0%	-3.8%	-4.6%	-1.5%	2.0%	-0.5%	-5.0%	28.7%	-7.3	-14.4%
Cc1cccc(N(CC(O)CN2CCOCC2)S(=O)(=O)c2ccccc2)c1 (stereo not drawn)
    -2.9%	-3.9%	-12.8%	-6.8%	-0.3%	6.0%	21.1%	0.9%	-0.7	10.1%
COc1cc(/C=N/NC(N)=S)ccc1OC(=O)c1ccc(C)cc1
    -0.8%	-5.8%	2.3%	2.1%	-15.4%	.	60.3%[activator]	-3.9%	-10.8	.

Screening data (PubChem BioAssay)

Not all compounds are listed (hit frequency here may not be typical).
